# Screening results as filed in PubChem BioAssay.
# HepG2 tox = kills HepG2 cells in TGF-b inhibitor counter-screen; HepG2 CAGA-GFP viability, ATP luminescence, 18 h; Potency, µM (doses to about 46.1 µM), inactives show top-dose activity change, negative = cytotoxicity, hits mostly cytotoxic; hit rate 0.76% among 410,000; AID 588856; further: some results filed as inactive show a strong effect at the top dose
#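 HepG2 CAGA-GFP cells (1000/well, DMEM with 1% FBS) received compound, then TGF-beta at 500 pg/mL final, and were incubated 18 hours at 37 degrees C. Viability was read by CellTiter-Glo luminescence. Media-only wells were set as complete cell-killing and DMSO as no toxicity.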
# EPAC2 antag = EPAC2 (human) antagonism. Q8WZA2. EPAC2 GEF exchange of Rap1B-BODIPY-GDP, fluorescence. Potency, µM (titrated, usually from 114 µM), for the others: top-dose activity, negative = inhibition, hits mostly inhibitors. hit rate 0.18% among 360,000; further: on the % scale 0 is the no-effect control and ±100 the full control effect; nearly all actives have a fitted effect of over 45% in size; many of its hits are not listed in these tables
# Target sequence (Q8WZA2 whole entry, looked up): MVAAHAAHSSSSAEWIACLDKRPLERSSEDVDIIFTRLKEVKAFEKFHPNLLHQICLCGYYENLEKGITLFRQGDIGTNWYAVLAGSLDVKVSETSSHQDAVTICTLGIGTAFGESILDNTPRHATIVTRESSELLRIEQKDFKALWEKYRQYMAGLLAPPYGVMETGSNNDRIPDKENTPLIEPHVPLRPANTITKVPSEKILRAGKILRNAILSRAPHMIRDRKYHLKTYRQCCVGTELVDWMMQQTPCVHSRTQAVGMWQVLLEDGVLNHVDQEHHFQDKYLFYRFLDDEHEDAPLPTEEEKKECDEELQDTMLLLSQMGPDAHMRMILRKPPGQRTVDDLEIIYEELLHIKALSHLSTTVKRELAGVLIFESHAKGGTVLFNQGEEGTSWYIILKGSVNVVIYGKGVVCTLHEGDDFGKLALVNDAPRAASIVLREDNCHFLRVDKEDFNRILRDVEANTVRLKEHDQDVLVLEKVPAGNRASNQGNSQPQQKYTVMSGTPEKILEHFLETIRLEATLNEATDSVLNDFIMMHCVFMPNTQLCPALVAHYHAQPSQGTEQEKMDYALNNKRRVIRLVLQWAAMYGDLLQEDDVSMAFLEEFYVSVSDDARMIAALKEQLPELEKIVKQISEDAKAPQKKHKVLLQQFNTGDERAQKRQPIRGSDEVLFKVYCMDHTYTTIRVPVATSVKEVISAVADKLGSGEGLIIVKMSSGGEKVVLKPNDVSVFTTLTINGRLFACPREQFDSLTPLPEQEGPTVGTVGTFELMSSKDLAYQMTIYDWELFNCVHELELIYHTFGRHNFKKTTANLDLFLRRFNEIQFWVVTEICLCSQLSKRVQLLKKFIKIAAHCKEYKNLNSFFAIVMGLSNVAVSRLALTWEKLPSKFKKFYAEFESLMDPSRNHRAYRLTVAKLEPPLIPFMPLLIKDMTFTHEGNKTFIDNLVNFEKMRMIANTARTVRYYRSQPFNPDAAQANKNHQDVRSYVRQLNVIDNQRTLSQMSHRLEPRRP
# Nrf2 activator = activators of Nrf2 (ARE) signaling | AREc32 ARE-luciferase reporter (MCF7-derived line), luminescence, 24 h | Potency, µM (series often up to 46.1 µM), for the others: top-dose activation, hits mostly activators | hit rate 0.31% among 410,000 | AID 624171; further: % of control where 0% means no effect; nearly all actives have a fitted effect of over 65% in size
#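 Luminescent ARE reporter assay in AREc32_Fluc cells: overnight plating at 37 deg C, 24 hr compound incubation, Steady-Glo added, 30 min RT before reading.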
# MCF10A rerep = DNA re-replication induction in MCF 10a cells. hit rate 2.9% among 350,000. MCF 10A DNA re-replication, Hoechst nuclear intensity, 48 h. Potency, µM (doses to about 46.1 µM), without a hit: at the highest dose activity, positive = re-replication, hits mostly activators. AID 624296; further: % of control where 0% means no effect; nearly all actives have a fitted effect of over 50% in size
# A549 viability = kills or reduces viability of A549 cells in Nrf2 counter-screen | hit rate 0.16% among 390,000 | Potency, µM (series often up to 46 µM), without a hit: at the top dose activity change, negative = cytotoxicity, most hits filed as inhibitors | A549 ARE-Fluc cells, CellTiter-Fluor viability, 18-24 h; further: on the % scale 0 is the no-effect control and ±100 the full control effect
#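 A549 ARE-Fluc cells in 5% FBS OPTI-MEM, 5000 cells/well, rested 2 h then exposed to compounds in concentration-response for 18-24 h at 37 °C. Viability by CellTiter-Fluor fluorescence (Ex 405/Em 525) after 30 min; luciferase luminescence (BugLite, 15 min, RT) read afterwards.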
# Nrf2 block = Nrf2 pathway inhibition; AID 504444; Potency, µM (series often up to 46 µM), for inactives: at the highest dose activity change, negative = inhibition, most hits filed as inhibitors; hit rate 2.1% among 360,000; A549 ARE-Fluc reporter, luciferase luminescence, 18-24 h; further: on the % scale 0 is the no-effect control and ±100 the full control effect; nearly all actives have a fitted effect of over 60% in size
#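 Nrf2 function is reported as luminescence of an ARE-controlled luciferase in A549 cells. Compounds were tested at several concentrations, and a CellTiter-Fluor read on the same wells flagged cytotoxicity.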
# ATXN2 expr inh = reduces ATXN2 reporter expression in HEK-293 cells; HEK-293 ATXN2-luciferase reporter, luminescence, 24 h; Potency, µM (series often up to 57 µM), for the others: at the highest dose activity change, negative = inhibition, usual class: inhibitors; hit rate 0.72% among 360,000; further: on the % scale 0 is the no-effect control and ±100 the full control effect; nearly all actives have a fitted effect of over 55% in size
#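 qHTS (up to 57 uM final) was run with 24 h compound exposure of reporter cells at 37 °C. Each well was multiplexed: SteadyGlo luminescence measured ATXN2-luciferase expression after a fluorogenic Gly-Phe-AFC viability readout (25 uM final).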
# S2 tox = viability counter-screen for ATXN expression inhibitors; S2 cells (HEK-293 line with an ATXN2-luciferase reporter) viability, CellTiter-Fluor protease fluorescence, 24 h; Potency, µM (doses to about 56.7 µM), actives largely listed as cytotoxic; hit rate 0.49% among 400,000; AID 651635; further: nearly all actives have a fitted effect of over 40% in size
# TGFb inhibitor = TGF-b pathway inhibition | HepG2 CAGA-GFP TGF-b/SMAD3 reporter, GFP fluorescence, 18 h; TGF-beta stimulated, 500 pg/mL final | hit rate 1.2% among 410,000 | Potency, µM (doses to about 46.1 µM), inactives show at the top dose activity, negative = inhibition, actives largely listed as inhibitors; further: on the % scale 0 is the no-effect control and ±100 the full control effect; nearly all actives have a fitted effect of over 65% in size
#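 Cell-based qHTS in HEPG2 carrying a CAGA-GFP Smad reporter; compounds added before 500 pg/mL final TGF-beta, 18 h incubation at 37 degrees C, GFP fluorescence quantified per cell by imaging cytometry.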
# Starred values were filed as active, the others as inactive; i = inactive; ? = inconclusive; · = not tested or not shown; [ ] = another dose, or the depositor's remark. The call rests on the fitted dose curve; in most records, active means well fitted curve in the direction sought with a large enough effect; inconclusive means small, poorly fitted or top-dose-only effect, or another doubt; inactive means no such curve, though single readings can be large; an effect the other way counts as inactive or inconclusive. Potency means the concentration at half of the fitted maximal effect.
Molecule | HepG2 tox | EPAC2 antag | Nrf2 activator | MCF10A rerep | A549 viability | Nrf2 block | ATXN2 expr inh | S2 tox | TGFb inhibitor
C[C@H](CO)N1C[C@H](C)[C@@H](CN(C)C(=O)Nc2ccc(C(F)(F)F)cc2)Oc2ccc(NS(=O)(=O)c3cccs3)cc2C1=O | -5.8% | ? | -0.2% | ? | 1.7% | -16.4% | -17.5% | ? | -15.9%
COC(=O)C(NC(C)=O)(Nc1cc(C)ccn1)C(F)(F)F (configuration not stated) | 5.2% | 5.1% | 0.6% | -34.5%[inhibitor] | -4.2% | 6.9% | -12.4% | i | 15.7%
CC(C)C(=O)NCCc1nc2ccccc2n1CCCOc1ccc(Cl)cc1 | -15.2% | -5.2% | 2.7% | ? | -2.1% | -10.4% | -11.0% | i | -7.6%
CCOC(=O)c1cc(-c2ccccc2)n(CCC(=O)Nc2ccc(OC)c(Cl)c2)c1C | -13.0% | · | 7.1% | · | -6.8% | · | · | · | ?
CC(=O)Oc1ccc(C2(C)CC(C)(C)NC(=S)N2C)c(OC(C)=O)c1 (configuration not stated) | -45.4% | 23.1% | -0.4% | 1.3µM* | 5.3% | 11.4% | -5.4% | i | 5.1%
O=C(Nc1ccc([N+](=O)[O-])cc1)c1cccc([N+](=O)[O-])c1 | -0.8% | 10.5% | 3.0% | · | · | · | · | ? | 7.8%
CCN(CC)S(=O)(=O)c1ccc(-n2cnc3cc(C)c(C)cc32)nc1 | -8.0% | 1.2% | 0.1% | 1.1% | -1.3% | -19.5% | -21.8% | i | -0.2%
CC(C)(C)n1nc2c(c1NC(=O)C1CC(=O)N(c3ccc(Cl)cc3)C1)CS(=O)(=O)C2 (configuration not stated) | -88.4% | 7.1% | 0.5% | -2.1% | 0.1% | 4.6% | 0.0% | i | -14.4%

# Structures shown so far that have fluorine:
Molecule | HepG2 tox | EPAC2 antag | Nrf2 activator | MCF10A rerep | A549 viability | Nrf2 block | ATXN2 expr inh | S2 tox | TGFb inhibitor
C[C@H](CO)N1C[C@H](C)[C@@H](CN(C)C(=O)Nc2ccc(C(F)(F)F)cc2)Oc2ccc(NS(=O)(=O)c3cccs3)cc2C1=O | -5.8% | ? | -0.2% | ? | 1.7% | -16.4% | -17.5% | ? | -15.9%
COC(=O)C(NC(C)=O)(Nc1cc(C)ccn1)C(F)(F)F (configuration not stated) | 5.2% | 5.1% | 0.6% | -34.5%[inhibitor] | -4.2% | 6.9% | -12.4% | i | 15.7%

# Other records:
Molecule | HepG2 tox | EPAC2 antag | Nrf2 activator | MCF10A rerep | A549 viability | Nrf2 block | ATXN2 expr inh | S2 tox | TGFb inhibitor
COc1ccc(CCNC(=O)CC(Cc2ccccc2)C(=O)O)cc1OC (configuration not stated) | 0.4% | -3.0% | -1.7% | -1.2% | 3.5% | 1.4% | -11.7% | i | -4.0%
Cc1ccc(COC(=O)c2cccc(S(=O)(=O)N3CCCCCC3)c2)cc1 | -9.6% | -4.7% | -0.2% | 1.7% | -3.6% | -0.5% | 5.0% | i | -6.4%
CCSc1nnc(-c2sc3nnc(-c4ccccc4)c(-c4ccccc4)c3c2N)o1 | 4.6% | 167.8%[activator] | -1.4% | 3.26µM* | ? | ? | 0.0% | · | 50.3%[activator]
CCOC(=O)c1[nH]c(C)c(C(=O)OCC(=O)N2CCCCC2C)c1C (configuration not stated) | -15.7% | 17.0% | 2.5% | 3.5% | 8.8% | ? | 4.4% | i | 1.4%
Cc1cccn2cc(CCNS(=O)(=O)c3ccc4c(c3)OCCO4)nc12 | -5.6% | -5.4% | 0.4% | -1.8% | 4.8% | 4.8% | 5.5% | i | -1.0%
COc1cccc(Nc2nnc(SCc3nc4ccccc4s3)s2)c1 | -32.3% | -5.2% | 9.7% | ? | -7.9% | ? | 35.3%[activator] | i | -45.8%
Oc1ccc(NCc2ccc(OCc3ccccc3Cl)cc2)cc1 | 7.08µM* | · | 7.94µM* | · | ? | ? | ? | · | 5.01µM*
CCCCN(CC)CCCNC(=O)Cn1ncc2c([nH]c3ccc(C)cc32)c1=O | 11.0% | · | 0.3% | · | 1.8% | 3.7% | -5.8% | i | -2.1%
O=C1C(=O)N(CCCO)C(c2ccccc2)/C1=C(\O)c1ccc(Br)cc1 (configuration not stated) | -1.6% | 2.1% | -0.5% | 4.5% | -7.8% | -1.6% | -3.6% | i | 2.8%
CCOc1ccc2c(c1)C(c1cccs1)=NNC(c1cccnc1)=N2 | -1.3% | -8.4% | 0.3% | 1.3% | -3.4% | -6.6% | · | i | -17.5%
C(=N\NC1=NCCN1)/c1ccncc1 | 0.7% | 0.3% | 0.1% | 27.8% | -1.4% | -2.0% | · | · | -10.9%
CCCC(=O)Nc1ccccc1-c1nnn(CC(=O)Nc2ccc(OC)cc2)n1 | -9.6% | -6.1% | 0.2% | 0.3% | -16.7% | ? | -18.2% | i | 4.5%
CCCC(=O)N1CCN(c2ccc(NC(=O)C(C)(C)C)cc2Cl)CC1 | 3.7% | -0.3% | -0.7% | 9.0% | -10.0% | 6.3% | 4.4% | i | 5.7%
Cc1c(C(=O)O)c(-c2ccccc2)nn1-c1ccccc1 | 2.4% | 5.9% | 0.2% | 8.5% | 3.1% | · | 3.2% | i | -3.7%
COc1cc(CN2CCCC(CO)(Cc3cccc(Cl)c3)C2)cc(OC)c1O (configuration not stated) | 2.9% | -0.8% | 4.1% | ? | 8.0% | 11.5% | -16.0% | · | 4.3%
O=C(OCC(=O)N1CCc2ccccc21)c1ccccc1F | 9.4% | 9.3% | 13.2% | 4.9% | -2.5% | ? | 11.1% | i | 1.1%
COc1cc(/C=C2/SC(=S)N(c3c(C)n(C)n(-c4ccccc4)c3=O)C2=O)ccc1O | -3.8% | ? | 16.0% | ? | -7.5% | -6.6% | 3.1% | · | -10.8%
O=C(CNC(=O)c1[nH]cnc1C(=O)N[C@@H](Cc1ccccc1)C(=O)OCc1ccccc1)OCc1ccccc1 | -27.1% | -4.7% | 2.1% | ? | 1.6% | 6.0% | -23.2% | i | ?
O=C(Nc1c[nH]c2c(Cl)cccc2c1=O)N1CCN(c2ccccn2)CC1 | -4.4% | -6.7% | 0.0% | 3.6% | 9.5% | 3.0% | 3.6% | i | -14.9%
CCOc1ccc(CCNC(=O)c2nn(-c3ccc(OC)c(Cl)c3)c(=O)c3c2c2ccccc2n3C)cc1OCC | -13.8% | · | 1.2% | · | -11.5% | 4.9% | 6.7% | i | -19.4%
O=C(N/N=C\c1ccc([N+](=O)[O-])s1)C1COc2ccccc2O1 (configuration not stated) | -12.9% | -10.8% | 7.3% | -7.8% | -29.2% | ? | ? | ? | -3.2%
CN1CCN(C(=O)c2cc3nc(-c4ccc(Cl)cc4)cc(C(F)(F)F)n3n2)CC1 | 10.1% | 8.9% | -0.6% | 12.6% | -0.5% | · | -19.1% | ? | 1.4%
O=[N+]([O-])c1cnc(Nc2ccccc2)nc1Nc1ccccc1 | -13.4% | -12.8% | 14.5% | 0.9% | -1.7% | 4.9% | -1.0% | i | 4.4%
CC1CCN(C(=O)c2ccc(S(=O)(=O)Cc3cccc(F)c3)c([N+](=O)[O-])c2)CC1 | -31.4% | 1.7% | 3.1% | -40.2%[inhibitor] | -0.1% | -8.9% | -8.4% | i | -4.8%
CCN(CC)C(=O)[C@H]1CC(CC(=O)NCc2ccc(OC)c(OC)c2)C(=O)N2CCc3c([nH]c4ccccc34)[C@]12C (some centres not stated) | -25.4% | 9.7% | -0.2% | -9.5% | 0.2% | -13.0% | 8.1% | i | -18.0%
COc1cccc(NC(=O)CSc2nncn2N)c1 | 9.9% | 12.1% | -0.8% | -1.3% | 5.7% | · | -21.8% | i | 15.3%
CC(NC(=O)c1ccc(S(=O)(=O)N(C)C)cc1)c1ccc(-n2ccnc2)cc1 (configuration not stated) | -4.3% | -3.2% | -0.6% | -17.4% | 3.0% | -4.2% | -4.2% | i | 6.8%
CCCCCc1c(-c2ccc(OC)c(OC)c2)ncn1CCc1ccccc1OC | · | ? | -2.9% | · | · | · | -19.7% | ? | ·
COc1ccc([N+](=O)[O-])cc1NC(=O)CCN1CCN(c2ccccc2OC)CC1 | 12.0% | 2.3% | -0.7% | 15.0% | -1.6% | -0.6% | 0.3% | i | 4.6%
CC1(C(=O)NCc2ccc(F)cc2)Oc2ccccc2NC1=O (configuration not stated) | -3.0% | -12.8% | -1.1% | 0.2% | 5.9% | ? | -0.7% | i | -10.2%
Cc1ccc(-n2ncc3c2CC(C)(C)CC3NC(=O)Cc2c(C)noc2C)cc1 (configuration not stated) | -14.4% | -2.8% | 3.0% | 0.8% | -10.3% | ? | -1.8% | i | -27.6%
Cc1cc(NC(=O)CSc2nnc(-c3ccncc3)n2N)ccc1Br | -19.0% | 5.0% | 2.6% | 0.1% | -11.7% | -23.9% | -11.3% | i | -14.0%
Cn1cc(C=O)c(-c2ccc3c(c2)OCCCO3)n1 | -0.6% | 1.4% | 2.2% | 10.1% | 1.9% | 8.3% | 15.3% | i | -12.7%
CC(C)OC(=O)CC1C(=O)NCCN1C(=S)NC(=O)c1ccccc1Cl (configuration not stated) | 0.5% | 2.7% | 0.1% | -4.7% | 9.6% | -32.1% | -3.6% | ? | -10.2%
O=C(Nc1ccc(N2CCN(C(=O)c3ccc(Cl)cc3)CC2)cc1)c1ccc(Br)o1 | -17.6% | -5.1% | 3.5% | ? | -15.3% | ? | -22.0% | i | -22.8%
CCn1c(SC)nnc1-c1nn(-c2ccccc2)ccc1=O | 0.4% | -23.9% | 2.2% | -42.3%[inhibitor] | 4.3% | 6.1% | -27.1% | i | 0.0%
Cc1cc(NC(=O)CSc2nnc(Cc3ccccc3)n2C)no1 | 2.7% | -9.7% | -0.6% | ? | -3.7% | 3.7% | 1.5% | i | -0.2%
COc1cc(NC(=S)NCCCN2CCOCC2)c(OC)cc1NC(=O)c1ccco1 | -12.4% | -4.4% | 0.6% | -15.6% | 1.7% | 1.2% | -7.6% | i | 13.0%
O=C(NC(NC(=S)Nc1cccc(C(=O)O)c1)C(Cl)(Cl)Cl)OCc1ccccc1 (configuration not stated) | -18.8% | 8.2% | -1.3% | 4.4% | 9.3% | 12.9% | -5.3% | i | -20.2%
CCc1ccc(C(=O)NNC(=O)c2cccc(S(=O)(=O)N3CCN(C)CC3)c2)cc1 | -19.6% | 4.2% | -0.3% | 3.1% | 1.1% | -1.4% | -0.6% | i | ?

# These rows are one share of the data; count on the stated rates, not on these rows.
